USP2a inh: inhibitors of human ubiquitin-specific protease USP2a. AID 927. 60,000 compounds, 0.1% hits. Potency, µM (doses to about 38.3 µM), without a hit: at the highest dose activity change, negative = inhibition, actives largely listed as inhibitors. USP2a enzymatic assay, qHTS inhibition;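 further: potency means the concentration at half of the fitted maximal effect; nearly all actives have a fitted effect of over 60% in size; plate controls were DMSO for no effect and NEM full inhibition control for full effect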
Target sequence (O75604 whole entry, looked up): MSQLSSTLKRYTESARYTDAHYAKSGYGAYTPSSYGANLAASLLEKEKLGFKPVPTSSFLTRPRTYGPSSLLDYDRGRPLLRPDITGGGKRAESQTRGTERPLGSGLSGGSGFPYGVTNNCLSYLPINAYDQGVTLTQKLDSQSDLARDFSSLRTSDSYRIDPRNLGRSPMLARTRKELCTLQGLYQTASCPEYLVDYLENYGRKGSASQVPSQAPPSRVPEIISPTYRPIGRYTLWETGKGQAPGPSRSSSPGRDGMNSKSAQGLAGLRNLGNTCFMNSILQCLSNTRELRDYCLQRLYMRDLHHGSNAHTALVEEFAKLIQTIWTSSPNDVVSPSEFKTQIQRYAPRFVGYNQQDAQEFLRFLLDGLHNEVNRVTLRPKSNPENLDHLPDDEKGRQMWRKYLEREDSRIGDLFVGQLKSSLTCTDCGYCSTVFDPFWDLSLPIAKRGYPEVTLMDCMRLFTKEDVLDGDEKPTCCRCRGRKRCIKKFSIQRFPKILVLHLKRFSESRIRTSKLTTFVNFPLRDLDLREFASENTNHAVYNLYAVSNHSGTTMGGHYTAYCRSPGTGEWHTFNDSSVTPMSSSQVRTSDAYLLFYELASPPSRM
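Coupled readout: USP2-cleaved Ub-PLA2 (20nM final) turns over NBD C6-HPC (20uM final), Ex 460nm/Em 535nm after 2.5 h, time-zero read flagging artifacts. Enzyme (20nM final, pH 8.0 Tris) given 30 min RT with compound first; NEM defines full inhibition.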
15-hLO inh: 15-hLO (ALOX15) enzyme inhibition | Potency, µM (titrated, usually from 57.1 µM), without a hit: at the highest dose activity change, negative = inhibition, usual class: inhibitors | 74,000 compounds, 1.4% hits | purified 15hLO-1, xylenol orange hydroperoxide absorbance | P16050; further: potency means the concentration at half of the fitted maximal effect; on the % scale 0 is the no-effect control and ±100 the full control effect; nearly all actives have a fitted effect of over 55% in size
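Quantitative HTS in 25 mM Hepes pH 7.5 containing 0.01% Triton X-100: human 15hLO-1 at 40 nM, arachidonic acid at 50 uM, 6 min turnover. Product quantified via ferrous oxidation/xylenol orange, 573:405 nm absorbance ratio.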
BRCT PPI red: disrupts BRCA1 BRCT binding to phosphoprotein, red fluorophore readout. P38398. 75,000 compounds, 0.03% hits. BRCT-phosphopeptide binding, red fluorescence polarization. Potency, µM (highest dose often 76.9 µM), for the others: at the top dose activity change, negative = inhibition, actives largely listed as inhibitors; further: on the % scale 0 is the no-effect control and ±100 the full control effect
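Rhodamine-labelled pBACH1 10-mer (100 nM) bound to BRCT domain (100 nM) at pH 7.3; compounds incubated 12 min room temperature, polarization read. Free peptide defines full inhibition; unlabelled decapeptide titrated as control.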
Epigenetic mod: epigenetic modulators derepressing GFP locus in mouse cells. Potency, µM (series often up to 46.1 µM), for inactives: at the top dose GFP derepression (activation). mouse C127i GFP locus derepression, cytometry, 30 h. 68,000 compounds, 0.09% hits; further: % of control where 0% means no effect
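Read-out is the number of GFP-positive cells, scored as fluorescent objects 20 to 120 um wide, reflecting derepression of a silenced CMV-GFP reporter in murine C127i cells after 30 h compound exposure at 37 C.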
BRCT inh green: inhibitors of human BRCA1 BRCT-phosphoprotein interaction (green fluorophore). Potency, µM (highest dose often 76.9 µM), inactives show at the highest dose activity change, negative = inhibition, actives largely listed as inhibitors. AID 875. 75,000 compounds, 0.05% hits. P38398. BRCA1 BRCT-phosphopeptide binding, green fluorescence polarization;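 further: potency means the concentration at half of the fitted maximal effect; plate controls were peptide without protein for full effect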
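Compounds were incubated for 12 min at room temperature with a complex of 100 nM fluorescein-tagged pBACH1 decapeptide and 250 nM His-tagged BRCT protein. Buffer was phosphate pH 7.3 with EDTA, DTT and Tween 20. Disruption of binding lowers the polarization signal.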
DNA Pol III inh: DNA polymerase III holoenzyme inhibition. reconstituted DNA polymerase III holoenzyme replication, biochemical. Potency, µM (highest dose often 57.1 µM), for inactives: top-dose activity change, negative = inhibition. 71,000 compounds, 0.25% hits; further: potency means the concentration at half of the fitted maximal effect; on the % scale 0 is the no-effect control and ±100 the full control effect
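Reconstituted *E. coli* holoenzyme (0.35 nM Pol III, 1 nM beta, 154 nM SSB, 2 nM primase) was preincubated with compound for 15 min at RT. Synthesis on 1.4 nM ssM13Gori ran 35 min, then was stopped with PicoGreen/EDTA and read as dsDNA fluorescence.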
UbGFP stabilizer: inhibits proteasome, raising ubiquitin-GFP reporter fluorescence | Ubiquitin-GFP reporter cells, proteasome inhibition, GFP fluorescence; response scale: untreated = 0%, 10 µM MG-132 = 100% | Potency, µM (doses to about 45.9 µM), for inactives: at the top dose activation (GFP accumulation), hits mostly activators | 67,000 tested, under 10 active | AID 526; active means well fitted activation curve with a large enough effect, not every such curve was filed as active; inconclusive means small, poorly fitted or top-dose-only effect, or another doubt; inactive means no such curve, though single readings can be large or run the other way; further: potency means the concentration at half of the fitted maximal effect
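U2OS cells expressing ubiquitin(G76V)-GFP, seeded overnight in 0.5% FBS medium, then treated 4 hr at 37 C across 46 uM to 2.9 nM. GFP-positive cells counted by laser cytometry (488 ex/515 em); %activity scaled between basal and 10 uM MG-132.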
HBB splicing: modulators of hemoglobin beta chain splicing. HBB splicing reporter cell assay, activation; EGFP reporter with mutant IVS2-654 intron; response scale: normalised to 500 nM splice-correcting PNA. Potency, µM (doses to about 46.1 µM), for inactives: at the highest dose activation, actives largely listed as activators. 65,000 compounds, 0.06% hits. AID 925; further: potency means the concentration at half of the fitted maximal effect; 0% is about no effect
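HeLa cells stably expressing EGFP interrupted by mutant beta-globin intron 2 (IVS2-654), 500/well in 2% FCS. Treated with compound for 2 days at 37C. Splicing correction scored as total well GFP intensity (488 nm excitation, 500-520 nm emission); 500 nM antisense PNA served as control.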
CRE-bla Fsk: CRE-bla signaling modulation under forskolin stimulation | CHO CRE-bla reporter (cAMP response element driving beta-lactamase), forskolin EC10, beta-lactamase ratio | Potency, µM (titrated, usually from 38.2 µM), inactives show top-dose activity change, negative = inhibition, most hits filed as activators | 71,000 compounds, 2.5% hits | AID 662; active means well fitted activation curve with a large enough effect in the signal ratio, with a control signal flat, not every such curve was filed as active; inconclusive means small, poorly fitted or top-dose-only effect, or effect the other way, or a change in a side signal; the % refers to the signal ratio; further: potency means the concentration at half of the fitted maximal effect; % of control where 0% means no effect
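Modulation of forskolin signalling: compounds in titration series added with EC10 NKH 477 to CHO cells carrying a CRE-driven beta-lactamase reporter, 3 h, 37C. CCF4 FRET ratio (460/530 nm, ex 405 nm) gives %activity and AC50.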
Hsp90 Hop PPI: changes Hsp90-Hop TPR2A binding signal, up or down; AID 595; AlphaScreen TPR2A-His6 binding biotin-Hsp90 C-terminal peptide; Potency, µM (series often up to 57 µM), without a hit: at the top dose activity change, negative = inhibition; 71,000 compounds, 0.44% hits; active means well fitted curve in either direction with a large enough effect; inconclusive means small, poorly fitted or top-dose-only effect, or another doubt; further: potency means the concentration at half of the fitted maximal effect; on the % scale 0 is the no-effect control and ±100 the full control effect; many of its hits are not listed in these tables
HADH2 inhib: HADH2 (human) dehydrogenase inhibition; 73,000 compounds, 3.4% hits; Potency, µM (top dose mostly 57.1 µM), without a hit: at the top dose activity change, negative = inhibition, usual class: inhibitors; AID 886; Q99714; recombinant HADH2, NADH fluorescence, beta-hydroxybutyryl-CoA; further: potency means the concentration at half of the fitted maximal effect; on the % scale 0 is the no-effect control and ±100 the full control effect; nearly all actives have a fitted effect of over 60% in size; many of its hits are not listed in these tables
Target sequence (Q99714 whole entry, looked up, one chain of several): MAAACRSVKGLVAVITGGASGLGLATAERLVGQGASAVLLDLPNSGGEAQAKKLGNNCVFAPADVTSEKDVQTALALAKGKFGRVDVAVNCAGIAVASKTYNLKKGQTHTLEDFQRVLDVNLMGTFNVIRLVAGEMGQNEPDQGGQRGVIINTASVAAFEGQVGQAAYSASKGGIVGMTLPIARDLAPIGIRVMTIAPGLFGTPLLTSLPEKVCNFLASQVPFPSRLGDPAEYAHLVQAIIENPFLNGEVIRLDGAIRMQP
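E. coli-expressed His-tagged HADH2 tested at 20 nM in alkaline Tris buffer (pH 9.0); oxidation of 90 uM beta-hydroxybutyryl-CoA with 1 mM NAD+ tracked fluorimetrically for 4 min.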
The depositor's hits bear a star; ? = inconclusive; · = not tested or not shown; [ ] = remark or other dose. Unless noted, the call rests on the fitted dose curve; in most records, active means well fitted curve in the direction sought with a large enough effect; inconclusive means small, poorly fitted or top-dose-only effect, or another doubt; inactive means no such curve, though single readings can be large; an effect the other way counts as inactive or inconclusive. The list is partial; rates above refer to the full screens.

SMILES	USP2a inh	15-hLO inh	BRCT PPI red	Epigenetic mod	BRCT inh green	DNA Pol III inh	UbGFP stabilizer	HBB splicing	CRE-bla Fsk	Hsp90 Hop PPI	HADH2 inhib
O=C(CSc1nnc(Cn2c(=O)sc3ccccc32)n1-c1ccccc1)N1CCCCCC1	·	-0.6%	-0.4%	-5.0%	-0.9%	-10.0%	-3.3%	-0.9%	-14.9%	-8.1%	-8.2%
CC1=C(C(=O)Nc2ccccn2)C(c2ccc(Br)cc2)n2ncnc2N1 (configuration not stated)	5.3%	4.7%	1.7%	2.5%	-1.7%	-1.2%	18.9%	-0.1%	?	-1.4%	0.0%
COc1ccc(NC(=O)N2CCC3(CC2)CCN(S(=O)(=O)c2ccccc2)CC3)cc1	103.4%[activator]	-1.5%	0.6%	-2.3%[9.22 µM]	-1.2%	1.9%	-8.0%	-0.7%	-11.6%	-1.6%	5.7%
O=S(=O)(CCSc1nc2ccccc2o1)c1nc2ccccc2s1	-9.8%	-6.5%	0.0%	1.6%	1.1%	0.0%	4.4%	1.9%	?	0.0%	-5.5%
S=C1NCN2CCN(CC2)CNC(=S)C(=S)NCN2CCN(CC2)CNC1=S	·	15.2%[11.4 µM]	-0.5%[15.4 µM]	5.8%[9.22 µM]	0.0%[15.4 µM]	-5.0%[11.4 µM]	-3.7%[9.17 µM]	0.5%[9.22 µM]	-12.8%[7.6 µM]	-0.7%[11 µM]	?
CCOC(=O)CN1C(=O)C(O)(CC(=O)c2ccco2)c2ccccc21 (configuration not stated)	-3.9%	5.2%	0.7%	-2.2%	-0.1%	-3.3%	0.0%	0.3%[9.22 µM]	-4.2%	-0.8%	-5.1%
COCCNC(=O)CN1CCC(n2c(C)nc3cc(C(F)(F)F)ccc32)CC1	53.2%[activator]	3.9%	0.6%	3.8%	0.6%	-3.7%	1.5%	·	10.7%	0.5%	2.7%
C=CCNC(=O)C1CCN(c2nc(C)cc(-c3ccccc3)n2)CC1	148.2%[activator]	-7.1%	-1.8%	0.0%	-1.1%	-2.6%	-0.2%	·	-5.2%	5.1%	24.4%
O=S(=O)(NCC(c1cccnc1)N1CCN(c2ccccc2)CC1)c1cc(F)ccc1F (configuration not stated)	19.8%	0.0%	0.7%	5.9%	0.8%	3.6%	-17.8%	-1.4%	-14.0%	-13.9%	11.3%
CCN(CC)c1ncnc2sc(C(=O)N3CCN(c4ccc(OC)cc4)CC3)c(C)c12	14.5%	-0.7%	-1.6%	0.0%	-0.5%	1.8%	13.2%	0.2%	-0.6%	-3.0%	-2.4%
O=C(Nc1ccc(S(=O)(=O)NCc2ccco2)cc1)c1ccc2ccccc2n1	58.6%[activator]	-12.3%	0.1%	11.4%	0.3%	-3.1%	-8.8%	0.1%	?	1.7%	7.2%
COCCn1c(C)cc(C(=O)CN2C(=O)NC3(CCCCCCC3)C2=O)c1C	8.5%	-1.0%	-0.9%	3.2%	0.7%	-3.2%	-3.2%	2.9%	-14.3%	-6.8%	3.4%
Cc1nnc(Oc2ccccc2F)c2ccccc12	4.8%	-6.2%	-2.9%	1.2%	0.2%	-0.3%	7.6%	-1.5%	?	-0.9%	6.3%
CCOc1cccc(-c2nc(C(N)=O)c3[nH]c(=O)n(-c4cccc(Cl)c4)c3n2)c1O	·	-3.9%	-0.6%	·	-0.6%	-7.7%	1.1%	0.2%	0.1%	0.3%	9.1%
CC(=O)c1ccc(NC(=O)C2CCCN2S(=O)(=O)c2ccc(C)cc2)cc1 (configuration not stated)	·	-8.7%	-1.3%	-2.3%	-2.3%	-2.1%	12.5%	0.3%	1.9%	-0.9%	-6.2%
ON(CCc1ccncc1)Cc1ccccc1	·	-22.4%[11.4 µM]	-0.2%[15.4 µM]	4.5%[9.22 µM]	-0.5%[15.4 µM]	7.4%[11.4 µM]	3.8%[9.17 µM]	1.1%[9.22 µM]	14.0%[7.6 µM]	-6.0%[11 µM]	-4.9%[11.4 µM]
CCc1ccc(CCC(=O)Nc2ccc(C)cc2C)o1	7.8%	0.4%	-2.1%	1.6%	-1.9%	-2.2%	1.6%	-2.2%	-2.5%	-1.8%	4.8%
CCCCSc1nn[nH]n1	?	-12.3%	-1.4%	0.0%	-2.8%	-4.3%	-2.6%	1.5%[57.5 µM]	-6.1%	?	-12.3%
CCCOC(=O)CN1C(=O)c2ccccc2C1=O	-3.0%	4.7%	-1.8%	0.3%	-0.5%	-5.2%	0.6%	·	-6.6%	1.0%	1.1%
O=C1N=C(N2CCOCC2)S/C1=C1\C(=O)N(Cc2ccccc2)c2ccc(Br)cc21	5.3%	9.1%	0.2%	-2.2%	-1.1%	-2.0%	-0.1%	-0.3%[57.5 µM]	9.4%	-3.8%	9.6%
CCN1C(=O)/C(=C\N2CCN(c3cccc(Cl)c3)CC2)SC1=S	14.4%	-23.1%	-2.1%	4.7%	6.6%	-1.4%	1.7%	5.6%[0.369 µM]	-4.2%	-5.2%	-2.0%
O=C1c2ccccc2C(=O)N1OCCOCCOCCON1C(=O)c2ccccc2C1=O	-4.1%	0.7%	0.5%	0.0%	-1.3%	5.0%	3.1%	-1.6%	?	-2.6%	8.8%
O=c1cc(CSc2nnc(COc3ccccc3Cl)o2)nc2sccn12	4.4%	-3.1%	1.2%	-0.1%	0.7%	-4.3%	-2.3%	-2.0%	?	-4.1%	6.6%
COc1ccc(-c2ccc(=N)n(CCCC(=O)O)n2)cc1	·	?	-2.4%	-0.9%	-2.7%	-5.6%	6.5%	·	?	5.2%	5.1%
O=C(COC(=O)C1CCCN1C(=O)c1cccs1)Nc1ccc2c(c1)OCO2 (configuration not stated)	30.3%[activator]	-8.1%	-0.3%	2.2%	-2.6%	-3.2%	3.6%	-2.8%	?	-4.3%	9.4%
O=C1NCC2=C1C(c1ccccc1)Nc1ccccc1N2 (configuration not stated)	-4.0%	-5.5%	0.3%	-2.2%	-0.1%	-13.3%	4.2%	-0.2%[9.22 µM]	-1.7%	-3.3%	-3.0%
COCc1nc2ccccc2n1Cc1ccc(Br)cc1	4.1%	-6.0%	0.3%	3.2%	2.5%	-4.7%	-1.6%	3.5%	-10.8%	-2.9%	15.8%
C=CCOc1ccc2c(c1)c(S(=O)(=O)c1ccc(C)cc1)cn2COC	?	-2.3%	-0.4%	1.1%	-0.1%	-2.9%	0.0%	0.4%	?	11.1%	6.4%
CCCCNC(=O)CSc1nc2ccc(N3CCOCC3)cc2c(=O)n1CCc1ccccc1	35.6%[activator]	25.1µM*	-2.2%	0.0%	-5.9%	-18.7%	-1.7%	2.4%[0.369 µM]	17.7%	-0.4%	-0.9%
O=C1c2ccccc2-c2ncnc3c(N4CCOCC4)cc(N4CCOCC4)c1c23	·	2.4%	0.7%	0.0%	-0.2%	-13.3%	-5.9%	3.9%	2.51µM*	-16.3%	-1.5%
O=C(OCC(=O)c1ccc[nH]1)c1ccc(S(=O)(=O)N2CCCCC2)cc1	-0.6%	-1.1%	0.9%	0.0%	-3.9%	3.3%	-6.4%	1.4%[1.84 µM]	1.6%	-1.0%	5.9%
Oc1ccc(COCc2ccccc2)c2cccnc12	23.2%	5.6%	-0.2%	3.16µM*	1.1%	-4.7%	7.8%	·	3.3%	25.1µM*	2.7%
S=c1[nH]nc(-c2ccncc2)n1CC1CCCO1 (configuration not stated)	3.9%	-1.2%	0.9%	0.1%	-0.5%	-1.7%	18.9%	-1.0%	2.3%	-3.1%	-14.9%
Cc1nc2c(C)cccn2c1/C(O)=C1\C(=O)C(=O)N(CCN2CCOCC2)C1c1ccncc1 (configuration not stated)	-4.4%	-3.5%	0.4%	0.0%	-3.5%	0.2%	3.4%	0.8%[57.5 µM]	10.5%	-3.4%	-8.3%
c1ccc(Nc2nc3ccccc3n3cnnc23)cc1	·	-0.7%	-2.6%	3.4%	-1.2%	1.7%	7.3%	0.7%	?	-5.5%	?

Screening results deposited in PubChem by National Center for Advancing Translational Sciences (NCATS).
